High-throughput results: PubChem, National Center for Advancing Translational Sciences (NCATS)
AmpC inh no detg = qHTS Inhibitors of AmpC Beta-Lactamase (assay without detergent). P00811. AmpC nitrocefin hydrolysis, absorbance 480 nm, 0.0001% Triton. AID 485341, 2010. Potency, µM (highest dose often 57.1 µM), inactives show top-dose activity change, negative = inhibition, most hits filed as inhibitors. actives 0.52% (n = 330,000);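 further: potency means the concentration at half of the fitted maximal effect; plate controls were no compound for no effect and no enzyme for full effect; nearly all actives have a fitted effect of over 20% in size; some results filed as inactive show a strong effect at the top dose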
Target sequence (P00811 whole entry, looked up): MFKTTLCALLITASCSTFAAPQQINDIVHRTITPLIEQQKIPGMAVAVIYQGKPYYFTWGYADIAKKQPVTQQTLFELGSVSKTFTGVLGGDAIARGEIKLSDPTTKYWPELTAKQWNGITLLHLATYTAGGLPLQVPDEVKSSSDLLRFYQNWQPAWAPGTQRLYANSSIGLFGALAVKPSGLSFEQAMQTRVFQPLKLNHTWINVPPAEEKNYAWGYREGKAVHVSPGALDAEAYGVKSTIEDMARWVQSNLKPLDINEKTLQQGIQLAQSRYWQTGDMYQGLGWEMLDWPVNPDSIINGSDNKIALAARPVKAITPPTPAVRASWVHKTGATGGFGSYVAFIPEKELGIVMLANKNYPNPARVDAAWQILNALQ
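AmpC (5.3 nM in the dispensed reagent) in 20 mM phosphate pH 7.0 with 0.01% (detergent screen) or 0.0001% Triton X-100 was preincubated with compounds for 15 min at room temperature. Nitrocefin was then added from an 800 uM solution, and hydrolysis was followed at 480 nm.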
Sm TGR block = qHTS Assay for the Inhibitors of Schistosoma Mansoni Peroxiredoxins; actives 3% (n = 360,000); Schistosoma mansoni thioredoxin glutathione reductase (TGR), Q962Y6; Potency, µM (top dose mostly 114 µM), without a hit: top-dose activity change, negative = inhibition, actives largely listed as inhibitors; purified TGR, DTNB reduction, TNB absorbance 405 nm; further: potency means the concentration at half of the fitted maximal effect; nearly all actives have a fitted effect of over 60% in size
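Kinetic colorimetric format: TGR-catalysed, NADPH-driven DTNB reduction monitored via TNB absorbance. Enzyme dispensed at 20 nM; compound exposure 15 min at room temperature before reaction start.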
Tb PYK inh = qHTS of Trypanosoma Brucei Inhibitors. pyruvate kinase (Trypanosoma brucei), Q57TT1. TbPYK enzyme, Kinase-Glo Plus ATP luminescence, 45 min. Potency, µM (doses to about 76.8 µM), inactives show top-dose activity, negative = inhibition, actives largely listed as inhibitors. actives 0.12% (n = 410,000). AID 624173, 2012; further: potency means the concentration at half of the fitted maximal effect; nearly all actives have a fitted effect of over 50% in size
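Enzyme and substrate buffer are dispensed first and compound is pin-transferred. ADP at 130 uM final then starts the reaction, which runs 45 min at room temperature. Detection reagent is added for 10 min before luminescence is imaged.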
LmPK inh = qHTS Assay for Inhibitors of Leishmania Mexicana Pyruvate Kinase (LmPK); Q27686; purified LmPK, Kinase-Glo ATP luminescence, 1 h; Potency, µM (doses to about 57.5 µM), inactives show top-dose activity change, negative = inhibition, hits mostly inhibitors; actives 0.37% (n = 290,000); AID 1721, 2009; further: potency means the concentration at half of the fitted maximal effect
Target sequence (Q27686 whole entry, looked up): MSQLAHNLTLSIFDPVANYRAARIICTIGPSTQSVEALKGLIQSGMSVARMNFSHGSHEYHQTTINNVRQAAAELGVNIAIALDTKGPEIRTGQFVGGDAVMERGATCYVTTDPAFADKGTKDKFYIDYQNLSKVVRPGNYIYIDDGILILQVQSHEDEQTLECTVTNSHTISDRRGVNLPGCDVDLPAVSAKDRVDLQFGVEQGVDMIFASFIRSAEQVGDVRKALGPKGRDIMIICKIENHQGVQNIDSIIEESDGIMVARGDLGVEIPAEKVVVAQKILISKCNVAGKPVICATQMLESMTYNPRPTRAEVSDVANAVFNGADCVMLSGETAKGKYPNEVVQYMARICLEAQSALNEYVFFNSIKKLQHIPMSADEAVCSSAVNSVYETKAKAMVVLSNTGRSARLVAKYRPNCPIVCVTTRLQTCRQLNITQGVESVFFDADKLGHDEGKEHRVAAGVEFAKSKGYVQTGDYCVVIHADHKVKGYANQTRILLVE
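ATP generated from ADP (0.1 mM) and PEP (0.5 mM) by 0.1 nM LmPK over 1 h at room temperature (pH 7.2 imidazole buffer) was detected by coupled luciferase luminescence. Values were normalized to uninhibited and no-enzyme wells.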
HCMV antiviral = qHTS Assay for inhibitors of the human cytomegalovirus (HCMV) | HFF cells, HCMV-luciferase reporter, 72 h; stronger effect = lower value | activity change, negative = inhibition, % at 57.5 µM | actives 4.5% (n = 410,000) | AID 1259415, 2018; in the data active means activity change below about -60%; inconclusive means no clear call, values can overlap the other calls; inactive means above about -39%
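Luciferase read-out from HCMV-luciferase-infected HFFs (MOI 1 PFU/cell) 72 h post infection at 37C; compounds added after 16 h cell attachment; activity normalized between buffer-only basal and Salinomycin (10uM) inhibitor controls.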
AMA1 RON2 block = qHTS for Inhibitors of AMA1-RON; Towards Development of Antimalarial Drug Lead: Primary Screen. Potency, µM (titrated, usually from 58.2 µM), inactives show at the top dose activity change, negative = inhibition, usual class: inhibitors. AlphaScreen AMA1-biotinylated RON2 peptide binding. actives 0.2% (n = 360,000);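 further: potency means the concentration at half of the fitted maximal effect; 0% = vehicle wells and -100% = peptide control; nearly all actives have a fitted effect of over 45% in size; some results filed as inactive show a strong effect at the top dose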
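AMA1 (3D7) with his tag at 25 nM final met compounds first, then biotinylated RON2 peptide at 25 nM; detection used donor plus acceptor beads, 10 µg/mL apiece, read by AlphaScreen after 30 min at room temperature.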
AmpC inh detg = qHTS Inhibitors of AmpC Beta-Lactamase (assay with detergent). P00811. AmpC hydrolysis of nitrocefin, absorbance 480 nm, 0.01% Triton. Potency, µM (doses to about 114 µM), for inactives: at the top dose activity change, negative = inhibition, usual class: inhibitors. actives 0.041% (n = 370,000). AID 485294, 2010;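 further: potency means the concentration at half of the fitted maximal effect; 0% = no-compound wells and -100% = no-enzyme wells; nearly all actives have a fitted effect of over 25% in size; some results filed as inactive show a strong effect at the top dose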
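AmpC (5.3 nM in the dispensed reagent) in 20 mM phosphate pH 7.0 with 0.01% (detergent screen) or 0.0001% Triton X-100 was preincubated with compounds for 15 min at room temperature. Nitrocefin was then added from an 800 uM solution, and hydrolysis was followed at 480 nm.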
Numbers without * were called inactive; u = inconclusive; x = no result given; [ ] = dose if it differs, or a comment. Unless noted, the call rests on the fitted dose curve; in most records, active means well fitted curve in the direction sought with a large enough effect; inconclusive means small, poorly fitted or top-dose-only effect, or another doubt; inactive means no such curve, though single readings can be large; an effect the other way counts as inactive or inconclusive. Unless noted, on the % scale 0 is the no-effect control and ±100 the full control effect.

Results follow in this order: AmpC inh no detg | Sm TGR block | Tb PYK inh | LmPK inh | HCMV antiviral | AMA1 RON2 block | AmpC inh detg
CNC(=O)C[C@@H]1C(=O)N(CCc2ccccc2)CC1(C)C
    x | x | 6% | x | -1 | 1% | x
Cc1cccc(C(=O)N(CC(=O)Nc2sc(C)c(C)c2C(N)=O)C2CCCC2)c1
    0% | 4% | 0% | -7% | -10 | -6% | 2%
C/C(=C\C(=O)c1ncc(C(F)(F)F)cc1Cl)N(C)C
    8% | -25% | 3% | 1% | -4 | -1% | -1%
Cc1nn(Cc2ccc(F)cc2)c2sc(C(=O)Nc3nccs3)cc12
    -22% | -8% | 2% | 0% | 0 | 67%[activator] | -4%
O=C(CCc1nnc2ccc(N3CCCCC3)nn12)NCc1ccco1
    2% | 2% | 3% | 1% | -6 | 7% | 1%
COc1cccc(C(C(=O)NC2CCCC2)N(C(=O)c2ccco2)C2CC2)c1OC (stereo unspecified)
    22% | 0% | -3% | -3% | -31 | -1% | -14%
CCOC(=O)c1c(NC=O)sc2c1CCC2
    -17% | 2% | 0% | 0% | 73 | 34%[activator] | 1%
Cc1cc(C)nc(N2CCC(C(=O)Nc3cccc(C(F)(F)F)c3)CC2)n1
    -16% | 14% | -2% | -2% | u | 2% | 8%
Cc1nc2nc(NC(=O)C(C)(C)C)[nH]n2c(=O)c1Cc1ccccc1
    x | 6% | 6% | x | 15 | x | 11%
CCN(CC)CCCN(Cc1cc2cc3c(cc2[nH]c1=O)OCO3)C(=S)Nc1ccccc1OC
    25% | 6% | -1% | 1% | -16 | 3% | 8%
CCOc1ncccc1C(=O)OCC(=O)N(CC(C)C)C1CCS(=O)(=O)C1 (stereo unspecified)
    -11% | -1% | -4% | -1% | -4 | 1% | 0%
COc1ccc(CCN(C)C(=S)Nc2ccc(SC(F)F)cc2)cc1OC
    10% | -9% | -20% | -1% | -38 | -6% | -4%
CCN(CC)c1ccc(-n2nc3cc(C)c(NC(=O)c4ccccc4F)cc3n2)cc1
    x | 0% | -1% | x | 13 | x | 15%
CCOC(=O)CN(Cc1ccccc1)S(=O)(=O)c1ccc(NC(C)=O)cc1
    29% | 8% | 2% | 5% | 9 | -2% | -7%
CC(=O)CCC(=O)OCC(=O)Nc1ccc(SC(F)F)cc1
    -14% | 0% | 4% | -6% | 61 | 1% | 4%
CC(=O)c1cccc(NC(=O)C2CCCN(S(=O)(=O)c3cccc4cccnc34)C2)c1 (stereo unspecified)
    -43% | 0% | 0% | 10% | 59 | -13% | -9%
O=C(N/N=C/c1cccc(Oc2ccccc2)c1)c1ccncc1
    4% | 3% | -1% | -3% | 16 | -5% | 1%
COc1cccc(C(=O)N/N=C(\C)c2cccc(NC(=O)c3ccc(F)cc3)c2)c1OC
    u | -1% | 3% | -2% | 18 | 6% | 5%
O=C(NCCCN1CCCCCC1)c1ccc(N2CCCC2=O)cc1
    151%[activator] | 1% | -4% | -1% | -14 | 0% | 1%
O=C(c1ccc2c(c1)N(Cc1ccc(F)cc1)C(=O)c1ccccc1S2(=O)=O)N1CCCCC1
    x | -9% | 0% | x | 43 | x | -14%
CCCSc1ncnc2c1oc1ccccc12
    -15% | 0% | 0% | -2% | 24 | 19% | -18%
CCc1cccc2c(C=C(C#N)C#N)cn(CC(=O)N3CCCC3)c12
    -9% | 5% | -7% | -1% | -19 | -3% | u
CCS(=O)(=O)c1oc(-c2ccc(F)cc2)nc1S(=O)(=O)c1ccccc1
    x | 0.71µM* | 4% | x | -99* | x | 13%
Cc1ccc(NC(=O)CN(C)Cc2c(O)ccc3ccccc23)cc1
    -25% | 0.32µM* | 41%[activator] | 3% | 17 | 20% | -10%
O=C(NC(=S)N1C[C@H]2C[C@H](C1)c1cccc(=O)n1C2)c1ccc(Cl)cc1Cl
    -15% | -3% | -11% | -2% | u | 70%[activator] | u
CN(C)c1ccc(C(CNS(=O)(=O)c2ccc3ccccc3c2)c2c[nH]c3ccccc23)cc1 (stereo unspecified)
    -26% | -9% | -8% | 0% | 69 | u | -5%
COc1ccc([C@H]2CC(=O)C=C(c3ccc(NC(C)=O)cc3)C2)cc1OC
    17% | -1% | 3% | x | 4 | -3% | 0%
CCOC(=O)Cc1cc(=O)[nH]c(/N=C(\N)Nc2ccc(OC)cc2)n1
    4% | 36%[activator] | 1% | 0% | -14 | 4% | -1%
Fc1ccccc1Cc1noc(CN2CCN(Cc3ccc4c(c3)OCO4)CC2)n1
    79%[activator] | -7% | -3% | -3% | 21 | 6% | 2%
CCOC(=O)c1ccc(NC(=S)N(CCCN2CCCCCC2)Cc2ccco2)cc1
    43% | -3% | 3% | -1% | -34 | 9% | -6%
CCN(CC)CCCN1C(=O)c2oc3ccccc3c(=O)c2C1c1cc(OC)ccc1OC (stereo unspecified)
    -16% | -11% | 4% | 1% | -22 | -5% | -4%
Cc1ccc(C(=O)c2cc([N+](=O)[O-])ccc2N2CCCCC2)c(C)c1
    -18% | 7% | 8% | 1% | -92* | -24% | -7%
O=C(CSc1nc(-c2ccccc2)[nH]c1-c1ccccc1)Nc1ccc2c(c1)OCCO2
    x | -3% | -3% | x | -28 | x | -6%
CCCCCCc1cc2cc(/C(N)=N/NC(=O)c3ccncc3)c(=O)oc2cc1O
    -14% | 0% | -8% | x | 10 | 127%[activator] | 5%
CCn1cc(-c2cc(C(=O)O)c3ccccc3n2)c(C)n1
    -6% | 0% | -6% | 3% | 65 | 14% | u
Cc1cc(C)cc(NC(=O)C2C3C=CC4(O3)C2C(=O)N(CCCN2CCCC2)C4C(=O)NC2CCCC(C)C2C)c1 (stereo unspecified)
    65%[activator] | -8% | -9% | 0% | -2 | 5% | 2%
NC(=O)C1=C[C@@H](c2ccc(C(F)(F)F)cc2)C[C@@H](OCc2ccc(CO)cc2)O1
    74%[activator] | -26% | 4% | 9% | 4 | -5% | 8%
O=C(O)CSCCCC(=O)Nc1ccc(Br)cc1
    -23% | 1% | -7% | 3% | 14 | 6% | u
COC(=O)C[C@H]1c2cc(F)ccc2S(=O)(=O)N1c1ccc(N(C)C)cc1
    x | x | -16% | x | -16 | -11% | x
CCCC(=O)NC(=S)Nc1cccc(Cl)c1N1CCCCC1
    -47% | -16% | 0% | -2% | -12 | 24% | -11%
CCc1cccc2c1NC(=O)C21OCCO1
    -26% | 0% | 2% | -1% | 70 | 15% | 1%
O=C(CC1N=C2c3ccccc3N=C(SCc3cccc(F)c3)N2C1=O)NC1CCCCC1 (stereo unspecified)
    x | 36% | -5% | x | -22 | x | 5%
Cc1csc(-c2ccc3cc(Cl)cc(Cl)c3n2)n1
    x | x | 6% | x | 107 | 19% | x
CCC1C(=O)NCCN1C(=O)c1ccccc1OC1CCN(S(C)(=O)=O)CC1 (stereo unspecified)
    6% | 4%[57.1 µM] | 2% | -11% | -18 | -2% | 6%
O=C(c1ccc(S(=O)(=O)Cc2ccccc2F)c([N+](=O)[O-])c1)N1CCCC1
    0% | 10µM* | 2% | 14% | -5 | -5% | 1%
CC(C)CN(CCCNC(=O)CC1Oc2ccccc2NC1=O)CC(C)C (stereo unspecified)
    u | 3% | -13% | -3% | 6 | 0% | 1%
CCc1nc2ccccc2[nH]c1=O
    -10% | 11% | -1% | 5% | -10 | 1% | 2%
CC(C)CCCN1CCN=C1N(C)C
    -4% | 1% | -1% | -6% | -74* | -7% | u
Cc1ccc(C)c(CNC(=O)Nc2ccccc2)c1
    -8% | -8% | 0% | 2% | 16 | 4% | -4%
CCc1nc2ccc(C(=O)N3CCN(C(=O)c4ccco4)CC3)cn2c1N(C)C(=O)c1cccc(OC)c1
    x | x | -15% | x | -2 | -10% | x
Cc1ccc(N(C)C(=O)N2CCN(S(=O)(=O)c3ccc(C)cc3)CC2)cc1
    73%[activator] | 0% | 1% | 9% | u | 11% | u
Cc1cc(-c2nc3ccccc3[nH]2)ccc1N
    5% | 5% | -12% | 16µM* | 131 | -20% | 2%

Retrieved by compound from the list above (six):
Results follow in this order: AmpC inh no detg | Sm TGR block | Tb PYK inh | LmPK inh | HCMV antiviral | AMA1 RON2 block | AmpC inh detg
O=C(CSc1nc(-c2ccccc2)[nH]c1-c1ccccc1)Nc1ccc2c(c1)OCCO2
    x | -3% | -3% | x | -28 | x | -6%
CCS(=O)(=O)c1oc(-c2ccc(F)cc2)nc1S(=O)(=O)c1ccccc1
    x | 0.71µM* | 4% | x | -99* | x | 13%
Cc1cc(-c2nc3ccccc3[nH]2)ccc1N
    5% | 5% | -12% | 16µM* | 131 | -20% | 2%
COc1cccc(C(C(=O)NC2CCCC2)N(C(=O)c2ccco2)C2CC2)c1OC (stereo unspecified)
    22% | 0% | -3% | -3% | -31 | -1% | -14%
O=C(CCc1nnc2ccc(N3CCCCC3)nn12)NCc1ccco1
    2% | 2% | 3% | 1% | -6 | 7% | 1%
O=C(c1ccc2c(c1)N(Cc1ccc(F)cc1)C(=O)c1ccccc1S2(=O)=O)N1CCCCC1
    x | -9% | 0% | x | 43 | x | -14%
